Screening results (PubChem BioAssay)
Rin1-Abl PPI inh – blocks binding of human Rin1 to Abl; inhibition, % at 7.35 µM; P00519+Q13671; 0.4% of 360,000 active; TR-FRET Rin1/Abl binding, biochemical; AID 588664; in the data active = inhibition above about 5%, passing the limit was not always enough
MsrA inhibitor – bovine MsrA inhibition. inhibition, % at 15.5 µM. 0.75% of 360,000 active. purified bovine MsrA, absorbance read-out. AID 651718; in the data active = inhibition above about 4.5%;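 note: 0% = vehicle wells with enzyme and 100% = reference inhibitor wells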
MLLE-PAM2 inh – blocks PAM2 peptide binding to the PABP1 MLLE domain; P11940; GST-MLLE / FITC-PAM2 fluorescence polarization; inhibition, % at 20 µM; 0.36% of 360,000 active; in the data active = inhibition above about 35%, passing the limit was not always enough;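 note: plate controls were DMSO wells with GST-MLLE for no effect and wells lacking GST-MLLE protein for full effect; some results filed as inactive read as strong as hits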
Rpn11 inh – inhibitors of human proteasome Rpn11; O00487; human 26S proteasome, Ub4-pepOG fluorescence polarization; 20S core pre-blocked with epoxomicin; calls only at 20 µM; 0.59% of 360,000 active; AID 588493;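 active = inhibition at 20 µM, scaled to each plate's controls, above about 33%, limit read from the data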
MsrA act – bovine methionine sulfoxide reductase A activation. activation, % at 10.6 µM. 0.3% of 360,000 active. purified bovine MsrA, absorbance read-out; in the data active = activation above about 7.5%;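 note: 0% = vehicle and 100% = reference activator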
CSN inh – CSN deneddylation inhibition | AID 651999 | Q92905 | 0.38% of 360,000 active | Purified CSN, SCF-Nedd8-OG deneddylation, fluorescence polarization | inhibition, % at 12.5 µM;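 active = pattern-corrected inhibition above about 35%, with an unprinted fluorescence ratio check between 0.5 and 1.5, limit read from the data, passing the limit was not always enough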;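 note: 0% = enzyme with substrate and 100% = substrate without enzyme; some results filed as inactive read as strong as hits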
Target sequence (Q92905 whole entry, looked up, one chain of several): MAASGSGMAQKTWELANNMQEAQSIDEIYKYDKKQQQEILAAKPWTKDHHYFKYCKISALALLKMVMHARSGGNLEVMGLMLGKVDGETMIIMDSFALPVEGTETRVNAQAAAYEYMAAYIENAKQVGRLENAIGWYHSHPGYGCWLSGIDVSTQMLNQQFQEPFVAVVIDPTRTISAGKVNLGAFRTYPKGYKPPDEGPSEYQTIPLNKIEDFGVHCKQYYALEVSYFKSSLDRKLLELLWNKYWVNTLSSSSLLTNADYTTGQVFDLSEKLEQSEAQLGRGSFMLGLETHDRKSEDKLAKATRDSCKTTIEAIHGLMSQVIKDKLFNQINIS
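Detection – fluorescence polarization · System – HEK293T-derived human Csn5 enzyme · Controls – substrate-only high control, full reaction low control · Timing – 90 min, room temperature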
MT1-MMP act inh – blocks activation of human MT1-MMP; P50281; HT1080 RFP-PRO-GFP cells, GFP/RFP ratio fluorescence, overnight; percent of plate control window, DMSO zero; GFP/RFP ratio change, % at 20 µM; 0.061% of 360,000 active; AID 651647;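 active = GFP/RFP ratio change of at least 30% with cell ATP level not reduced by more than half and red fluorescence within 50% of control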; note: strong numbers were not always called active
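Assay system – RFP-PRO-GFP reporter HT1080 cells · Compound dosing – single dose of 20 µM compound, 1% DMSO final · Incubation – overnight compound exposure at 37 °C · Measure – GFP/RFP fluorescence ratio · Benchmarks – DMSO wells and RFP-L50D-GFP cells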
FAS TE block – FAS thioesterase (human) inhibition; recombinant FAS-TE, OMFH fluorogenic substrate, fluorescence endpoint; inhibition, % at 15 µM; 0.67% of 360,000 active; P49327;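 active = compounds whose normalised, plate-corrected inhibition of enzyme fluorescence in the single-dose primary screen is 50% or more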;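 note: 0% = DMSO with enzyme and 100% = substrate without enzyme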
eLon inh – inhibits E. coli Lon protease | purified E. coli Lon protease, fluorescence polarization | inhibition, % at 7.94 µM | 0.42% of 360,000 active; in the data active = inhibition above about 13%, passing the limit was not always enough;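 note: 0% = enzyme with probe and DMSO and 100% = no enzyme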
Target sequence (P0A9M0 whole entry, looked up): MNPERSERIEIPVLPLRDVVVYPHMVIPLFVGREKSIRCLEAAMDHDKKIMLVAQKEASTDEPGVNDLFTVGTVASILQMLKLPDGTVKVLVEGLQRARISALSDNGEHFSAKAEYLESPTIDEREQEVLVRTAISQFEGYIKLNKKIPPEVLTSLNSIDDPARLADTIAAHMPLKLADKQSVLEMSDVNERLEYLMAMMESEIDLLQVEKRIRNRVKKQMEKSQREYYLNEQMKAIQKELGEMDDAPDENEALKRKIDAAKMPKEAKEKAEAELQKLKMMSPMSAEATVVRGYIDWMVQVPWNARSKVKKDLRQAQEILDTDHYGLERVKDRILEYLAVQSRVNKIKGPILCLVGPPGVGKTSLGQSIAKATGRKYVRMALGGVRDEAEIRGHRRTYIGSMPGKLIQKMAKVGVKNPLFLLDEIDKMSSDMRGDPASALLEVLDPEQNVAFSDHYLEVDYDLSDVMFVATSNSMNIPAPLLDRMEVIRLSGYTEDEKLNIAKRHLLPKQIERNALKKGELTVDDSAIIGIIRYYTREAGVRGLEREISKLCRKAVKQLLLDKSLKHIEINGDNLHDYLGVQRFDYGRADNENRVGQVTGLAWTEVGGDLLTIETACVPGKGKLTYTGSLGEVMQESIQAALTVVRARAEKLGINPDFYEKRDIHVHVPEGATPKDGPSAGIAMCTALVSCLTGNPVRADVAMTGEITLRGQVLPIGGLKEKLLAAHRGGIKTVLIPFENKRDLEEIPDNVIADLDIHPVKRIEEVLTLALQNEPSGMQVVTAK
Starred values were filed as active, the others as inactive; i = inactive; . = no result given; + = active, no number.

SMILES | Rin1-Abl PPI inh | MsrA inhibitor | MLLE-PAM2 inh | Rpn11 inh | MsrA act | CSN inh | MT1-MMP act inh | FAS TE block | eLon inh
CCOC(=O)N1CCN(CC(=O)N2c3ccccc3CC2C)CC1 (stereo not given) | -1 | -0.8 | 4 | i | -5 | 2 | 1 | -8 | -11
Cn1c(=O)oc2cc(S(=O)(=O)NC(Cc3ccccc3)C(=O)N3CCCCC3)ccc21 (stereo not given) | -2 | -2.2 | 8 | i | 0 | 2 | 2 | -1 | 2
COc1ccc(CNC(=O)C2CCCN(S(=O)(=O)c3c(C)noc3/C=C/N(C)C)C2)cc1 (stereo not given) | -2 | 2.1 | 7 | i | -3 | -7 | -6 | -1 | -61
CCCCCCCc1c(O)nc(SCCN(C)C)[nH]c1=O | 1 | -1.6 | 2 | i | -3 | 2 | -1 | -7 | -4
CC(C)(C)n1nnnc1C(c1cccs1)N1CCN(C(=O)c2ccco2)CC1 (stereo not given) | 3 | -0.8 | -10 | i | 0 | -4 | 5 | -3 | 0
O=C(Nc1ccc2c(c1)OCCO2)c1cccc(C(=O)Nc2ccc3c(c2)OCCO3)c1 | 2 | 1.0 | -2 | i | -6 | 2 | 2 | 3 | -1
CCC(Oc1ccccc1C)C(=O)N1CCCN(C)CC1 (stereo not given) | -2 | -0.2 | 2 | i | 14* | -1 | -5 | -8 | -1
COCCNC(=O)C1CCCN(C(=O)c2cc(C)nn2C(C)(C)C)CC1 (stereo not given) | -2 | -2.0 | -13 | i | 3 | 0 | 3 | -10 | -3
C=CCN=C1NN=C(c2cc(C)n(CC=C)c2C)CS1 | 1 | -0.3 | -48 | i | 0 | 3 | 3 | -45 | 4
CC(NC(=O)CN(C)Cc1cccs1)c1ccccc1 (stereo not given) | -1 | 2.8 | -13 | i | -1 | 6 | 6 | -3 | 4
Cc1ccc(-c2csc3ncn(C(C)C(=O)O)c(=O)c23)cc1 (stereo not given) | 0 | -0.4 | 5 | i | -3 | 0 | -1 | -1 | 2
Cc1ccc(Nc2nc(N)nc(CN3CCC(C)CC3)n2)c(C)c1 | -6 | 0.0 | 2 | i | -4 | 5 | 0 | -8 | -12
COc1ccc(-c2nc(CSCC(=O)N3CCN(C(=O)c4ccco4)CC3)c(C)o2)cc1OC | -4 | 0.7 | 18 | i | 0 | -4 | 7 | -1 | -3
COc1ccc(CNCc2ccco2)cc1OCc1ccccc1 | -3 | -1.2 | 12 | i | -3 | 4 | 4 | -4 | -5
COc1cccc(CC2(CO)CCN(Cc3ccc(NC(C)=O)cc3)CC2)c1 | 2 | -0.2 | -13 | i | -3 | 0 | -5 | -3 | 2
N/C(=N\OC(=O)C12CC3CC(CC(C3)C1)C2)c1ccccc1 | -2 | 0.7 | -2 | i | -3 | -4 | 6 | 6 | -13
CCN(C(=O)CSc1nc(-c2ccccc2)c(-c2ccccc2)[nH]1)C1CCS(=O)(=O)C1 (stereo not given) | 2 | -0.3 | -73 | i | 0 | 2 | -7 | 0 | 7
Cc1cc(C)c(S(=O)(=O)/N=C2/C=C(SCC(=O)O)C(=O)c3ccccc32)cc1C | 4 | . | -2 | i | 9.4* | 26 | -3 | 6 | 13
CCc1nc2c(sc3nc4c(cc32)COC(C)(C)C4)c(=O)n1Cc1ccccc1 | 2 | -0.1 | 7 | i | -7 | -4 | 5 | 16 | -1
CC(=O)Nc1c(O)nc(SCC(=O)Nc2cccc(C)c2)[nH]c1=O | 1 | 1.0 | 16 | i | -14 | 0 | 0 | -3 | 4
CCN(CC(=O)Nc1ccccc1C(F)(F)F)C(=O)C1CCN(C(=O)Nc2ccccc2)CC1 | -1 | 1.0 | -4 | i | -3 | -4 | -2 | -3 | -8
Cc1ccc(S(=O)(=O)N(C)C)cc1NC(=O)COC(=O)Cc1ccccc1F | 0 | -0.6 | 20 | i | -2 | 0 | -5 | 0 | -8
COc1ccc(C(=O)N/C(=C/c2cccnc2)C(=O)N2CCOCC2)cc1OC | 2 | -1.1 | 13 | i | -4 | 0 | 0 | -2 | -3
Nc1nc(NCc2ccco2)nc(NCCO)c1[N+](=O)[O-] | 0 | 3.1 | -3 | i | -3 | -1 | 1 | -4 | -6
CNc1nc2[nH]c(=O)c3c(c2s1)OC(N)=C(C#N)C3c1ccccc1 (stereo not given) | -2 | 4.1 | -36 | i | -5 | -9 | 0 | -10 | -6
O=C1CCCN1CCC1CCN(C2CC(=O)N(c3ccc(Cl)cc3)C2=O)CC1 (stereo not given) | 2 | -0.1 | 32 | i | -4 | 2 | -9 | -5 | 3
O=C(CSc1n[nH]c(-c2cccnc2)n1)Nc1ccc([N+](=O)[O-])cc1 | -1 | 0.0 | 11 | i | -2 | 5 | 4 | -3 | 1
O=C(CNCc1ccccn1)Nc1cc(C(F)(F)F)ccc1N1CCOCC1 | 4 | 0.7 | 7 | i | -1 | -1 | 0 | -3 | 1
O=C(N/N=C/c1[nH]c2ccccc2c1Cl)c1cccc(Br)c1 | -3 | 0.2 | 1 | i | 0 | -2 | 2 | -1 | -2
Cc1ccc(Nc2cc(C)nc3ncnn23)cc1 | 0 | -0.8 | -17 | i | -6 | -1 | -3 | -8 | -9
NS(=O)(=O)c1ccc(Nc2nc(-c3ccc(O)cc3)cs2)cc1 | -4 | 0.9 | 21 | i | -2 | 2 | -1 | 15 | 2
CCCNC(=O)c1ccc(N2CCC3(CC2)CC(c2cccc(Br)c2)=NO3)c(NC(=O)c2c(Cl)cccc2Cl)c1 | -2 | -0.3 | -8 | i | 0 | 1 | 5 | 54* | -2
Cc1ccccc1CC(=O)N1CCCC(CCC(=O)N2CCN(c3ccccn3)CC2)C1 (stereo not given) | 3 | -0.1 | 4 | i | -4 | 5 | 2 | -2 | -2
O=[N+]([O-])c1ccc(C2=NCCO2)cc1 | -3 | 0.6 | 11 | i | 0 | 2 | 1 | 0 | -8
CCOC(=O)N1CCC2CC1c1cc(-c3cccc(OC)c3)ccc12 (stereo not given) | -3 | 0.3 | -1 | i | -2 | 2 | 5 | 16 | -6
CCc1nnc(N/N=C/c2c(Cl)cccc2Cl)n1N | 2 | -0.2 | 6 | i | 5 | 0 | 10 | -4 | 0
C=CCOc1ccc(/C(O)=C2/C(=O)C(=O)N(CCCN3CCOCC3)C2c2ccc(OC)cc2)cc1 (stereo not given) | -1 | -0.8 | 17 | i | -5 | 0 | 7 | -5 | -11
Cc1cc(=O)n2ccsc2n1 | -1 | -0.9 | -1 | i | -7 | -1 | 12 | -12 | -4
O=C(CSc1nc(-c2ccc(F)cc2)cs1)NCC1CCCO1 (stereo not given) | -1 | 0.2 | 7 | i | -2 | 1 | 3 | -6 | -11
COc1ccc(-c2c(-c3ccc4c(c3)OCO4)c3ccccc3n2C)cc1 | 2 | 0.1 | -6 | i | -6 | 3 | -2 | 21 | -4
O=[N+]([O-])/C(C=Nc1ccccc1O)=C\Nc1ccccc1O | -4 | 2.6 | -7 | i | -2 | 5 | 13 | 2 | 1
O=C(NCCCc1ccccc1)C1CCC(=O)N(CCc2ccc(Cl)cc2)C1 (stereo not given) | -2 | -0.4 | 6 | i | -6 | 0 | 1 | 4 | 2
Cc1ccc(C)c(N2CCN(C(=O)CCc3nc(-c4cccc(F)c4)no3)CC2)c1 | -2 | -0.8 | 5 | i | 0 | -2 | 1 | 18 | 4
CCCCSc1nnc2[nH]c(=O)cc(N)n12 | 3 | 2.4 | 5 | i | -2 | -2 | 3 | -13 | -2
CSc1ncccc1C(=O)OCC(=O)NC1CCCCC1 | -2 | -0.8 | 0 | i | -2 | -10 | 9 | -4 | -10
CC(C)N(c1ccccc1)c1ccc(NC(=O)C2CCCO2)cc1 (stereo not given) | 0 | 0.8 | -13 | i | -1 | -4 | 0 | -5 | -1
O=C(Nc1ccc(S(=O)(=O)N2CCOCC2)cc1)C1CCN(S(=O)(=O)c2ccccc2)CC1 | 1 | 0.5 | -2 | i | -1 | 2 | -1 | 4 | -6
COc1ccc(-c2nc(CS(=O)CC(=O)NC3CCCCC3C)c(C)o2)cc1OC (stereo not given) | 0 | -0.1 | -6 | i | -2 | -8 | -2 | -3 | 2
Cc1cc(C)c2c(=O)[nH]n(C3CC(C)N(C)CC3C)c2n1 (stereo not given) | -1 | 0.8 | -4 | i | -4 | -2 | -3 | -5 | -1
CCOCCc1nnc(NC(=O)C(C)Oc2ccccc2)s1 (stereo not given) | -2 | 0.1 | 11 | i | 0 | -2 | 0 | -5 | -11

Other compounds
SMILES | Rin1-Abl PPI inh | MsrA inhibitor | MLLE-PAM2 inh | Rpn11 inh | MsrA act | CSN inh | MT1-MMP act inh | FAS TE block | eLon inh
CCOC(=O)c1c(C)[nH]c(C(=O)OCC(=O)N2CCN(S(=O)(=O)c3ccc(C)cc3C)CC2)c1C | 1 | 0.9 | 18 | i | 0 | -1 | 5 | 24 | -2
Cc1cc(C)c(C#N)c(SCc2ccccc2[N+](=O)[O-])n1 | -1 | 2.3 | 1 | i | -2 | -14 | -2 | 50 | 10
COc1ccc(N2CCN(C(=O)CSc3ncccc3-c3nc4ccccc4[nH]3)CC2)cc1 | -4 | . | -64 | + | -3 | 20 | -9 | -5 | -34
Cc1ccc(/C=N/Nc2nc(N3CCOCC3)nc(N3CCOCC3)n2)o1 | 1 | 3.6 | -50 | i | -7 | 6 | 2 | -8 | 5
O=C(C[n+]1ccc(CCSc2ccc(F)cc2)cc1)c1ccccc1 | -2 | . | -33 | + | -2 | 105* | -2 | -7 | -20
O=C(O)CSc1nnnn1-c1ccccc1 | 0 | -1.0 | 1 | i | 5 | 2 | 7 | -4 | -7
Cc1nnc(SCC(=O)Nc2cc(Cl)ccc2Cl)n1CC1CCCO1 (stereo not given) | 1 | 2.3 | 1 | i | -3 | -3 | -4 | 0 | 2
Cc1cc(C)nc(N2CCCC(C(=O)NCCC3=CCCCC3)C2)n1 (stereo not given) | -5 | 1.3 | -6 | i | -2 | 3 | 6 | -3 | 4
CC(C)(C)c1cc(CN2CCC(O)CC2)cc(C(C)(C)C)c1O | 1 | -0.5 | -1 | i | -3 | -4 | -2 | -4 | -5
Cc1ccc(/C=C/C(=O)OCC(=O)N2CC(=O)Nc3ccccc32)o1 | 5 | 3.4 | 1 | i | -12 | -1 | -3 | -6 | -4

Two consecutive compounds from above, for reference:
SMILES | Rin1-Abl PPI inh | MsrA inhibitor | MLLE-PAM2 inh | Rpn11 inh | MsrA act | CSN inh | MT1-MMP act inh | FAS TE block | eLon inh
Cc1cc(C)c(C#N)c(SCc2ccccc2[N+](=O)[O-])n1 | -1 | 2.3 | 1 | i | -2 | -14 | -2 | 50 | 10
COc1ccc(N2CCN(C(=O)CSc3ncccc3-c3nc4ccccc4[nH]3)CC2)cc1 | -4 | . | -64 | + | -3 | 20 | -9 | -5 | -34

Carrying on:
SMILES | Rin1-Abl PPI inh | MsrA inhibitor | MLLE-PAM2 inh | Rpn11 inh | MsrA act | CSN inh | MT1-MMP act inh | FAS TE block | eLon inh
O=C(N/N=C/c1ccc(N2CCOCC2)cc1)c1ccc(O)cc1 | -2 | 5.6* | -25 | i | -6 | 2 | -4 | -10 | -10
COCCC(=O)N1CCC(Oc2ccc(C(=O)N(C)CCCC3CCCC3)cc2)CC1 | 1 | -1.6 | 7 | i | -6 | 2 | 4 | 3 | -3
CC(=O)Nc1sc(C)c(C)c1C(=O)OCC(=O)Nc1cc(S(=O)(=O)N2CCCCC2)ccc1Cl | 0 | -1.2 | 3 | i | -9 | -1 | -1 | -4 | -13
COCCNC(=O)C(c1ccc(C)cc1)N(Cc1cccs1)C(=O)CCC(=O)Nc1ccccn1 (stereo not given) | 3 | 0.8 | 13 | i | -3 | 1 | 1 | -5 | -17
Cc1ccc(OCCC(=O)Nc2ccc(F)c(F)c2)cc1 | 1 | -0.8 | -8 | i | 2 | -7 | 2 | 23 | -10
Brc1ccc(OCCCOc2cccc3cccnc23)cc1 | 0 | -0.7 | -15 | i | 4 | 1 | 1 | 22 | 7
CN(C)c1cc2c(c(N(C)C)c1)C(=O)c1ccccc1C2=O | -22 | 1.1 | 8 | i | 0 | 0 | . | 9 | 14
